PERK inh: human PERK inhibition, primary cell-based screen; Q9NZJ5; CHO PERK-DD fusion, SEAP luminescence translation reporter; inhibition, % at 5.6 µM; 220,000 compounds, 0.17% hits; AID 1416;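 active = inhibition above the mean inhibition of all tested compounds plus 3 SD, set separately per screening campaign, cut at about 2.9% in these data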;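 also: PERK kinase domain activated by AP20187 dimerizer at 100 nM; 0% = DMSO with dimerizer and 100% = rapamycin at 8.4 µM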
Rad51 HR inh: blocks human Rad51 in homologous recombination | hRad51 DNA strand exchange, fluorescence dequenching | Q06609 | 200,000 compounds, 0.085% hits | inhibition, % at 10 µM | AID 1385;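 active = inhibition above 40% at the single screening dose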;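 also: 0% = DMSO control wells and 100% = blanks with heterologous ssDNA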
Target sequence (Q06609 whole entry, looked up): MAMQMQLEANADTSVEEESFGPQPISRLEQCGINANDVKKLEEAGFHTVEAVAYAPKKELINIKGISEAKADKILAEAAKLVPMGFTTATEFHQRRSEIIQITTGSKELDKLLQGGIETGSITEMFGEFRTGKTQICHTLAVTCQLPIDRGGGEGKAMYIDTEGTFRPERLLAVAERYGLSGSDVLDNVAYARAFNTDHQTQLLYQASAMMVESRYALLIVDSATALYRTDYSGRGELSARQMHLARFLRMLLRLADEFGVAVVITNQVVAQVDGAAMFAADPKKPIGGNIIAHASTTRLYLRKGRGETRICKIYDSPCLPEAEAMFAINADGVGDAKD
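Material: Human Rad51 nucleoprotein filaments preassembled on unlabelled ssDNA | Also added: Labelled 47-mer dsDNA for strand exchange | Dosing: Single dose, 10 µM final compound | Schedule: 30-min compound preincubation and 15-min exchange, both room temperature | Technique: Fluorescence dequenching at 485/520 nm | Measure: Percent inhibition relative to plate controls and blanks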
zVAD death inh: blocks zVAD induced death of L929 cells | L929 zVAD necroptosis rescue, ATP luminescence, 24 h; with zVAD 60 µM | viability rescue, % at 10 µM | 220,000 compounds, 0.38% hits;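 active = activation, scaled between plate controls, above about 75%, limit read from the data; inactive = activation under that limit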;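 also: 0% = zVAD with DMSO and 100% = DMSO alone without zVAD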
TNF death inh: inhibitors of TNF-alpha induced necroptosis in Jurkat FADD-/- cells; activation (protection from cell death), % at 10 µM; Jurkat FADD-/- TNF necroptosis rescue, ATP luminescence, 24 h; 0 = TNF only, 100 = no-TNF cells; 220,000 compounds, 0.068% hits; AID 463075;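 active = activation, meaning protection from cell death, of at least 50% relative to plate controls; inactive = activation below 50%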;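 also: necroptosis triggered by 40 ng/mL TNF-alpha added together with compound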
Mdm2 ligase inh: inhibitors of human Mdm2 E3 ubiquitin ligase; signal enhancement, % at 5 µM; AID 1230; cell-based MDM2 ubiquitination luciferase reporter, 2 h; 0 = plate control, 100 = twice control, blank-subtracted; 210,000 compounds, 0.11% hits; Q00987;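 active = signal enhancement of 30% or more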;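 also: luminescence tracks abundance of the self-degrading MDM2-luciferase fusion protein; higher signal means inhibition of MDM2 E3 ligase activity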
Target sequence (Q00987 whole entry, looked up, the tested form may be a part): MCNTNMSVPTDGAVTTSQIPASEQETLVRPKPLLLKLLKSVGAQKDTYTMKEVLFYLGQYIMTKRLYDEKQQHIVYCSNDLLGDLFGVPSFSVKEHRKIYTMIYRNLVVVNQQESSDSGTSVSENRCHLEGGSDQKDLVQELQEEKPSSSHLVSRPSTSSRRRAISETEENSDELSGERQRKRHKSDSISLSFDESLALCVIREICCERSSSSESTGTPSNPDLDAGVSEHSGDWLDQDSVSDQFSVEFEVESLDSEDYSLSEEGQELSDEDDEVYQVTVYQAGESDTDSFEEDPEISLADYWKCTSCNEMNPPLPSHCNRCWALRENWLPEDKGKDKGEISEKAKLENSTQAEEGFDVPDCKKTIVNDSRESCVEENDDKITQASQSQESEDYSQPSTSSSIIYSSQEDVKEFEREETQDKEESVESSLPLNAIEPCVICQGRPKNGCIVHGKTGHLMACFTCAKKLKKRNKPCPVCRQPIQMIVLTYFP
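Material: stable MDM2–luciferase fusion reporter cells / Quantity: 2000 cells/well / Dosing: single 5 µM compound dose, 0.2% final DMSO / Buffer or medium: DMEM / Schedule: 4 h cell settling then 2 h compound exposure, 37 °C / Detection: luminescence with SteadyLite reagent, 15 min at room temperature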
Cl transport mod: KCC2 (human) Cl- transport modulation | B-score of Tl+ flux slope (higher = more flux/activation; lower = inhibition) at 10 µM | 190,000 compounds, 2.2% hits | KCC2 cells, thallium flux FluoZin-2 fluorescence;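 active = thallium flux slope and its plate-corrected score both differing from the plate sample mean at a set confidence after two filtering rounds, in either direction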;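 also: slope of fluorescence scaled to starting intensity during 10 to 20 s after thallium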
eIF4E 4G PPI: inhibitors of eIF4E and eIF4G interaction in translation initiation; P63073+Q04637; TR-FRET eIF4E-eIF4GI(517-606) binding, 2 h; inhibition, % at 21.7 µM; 220,000 compounds, 0.37% hits; AID 782;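 active = inhibition above about 30%, limit read from the data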;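 also: 0% = full FRET control wells and 100% = background wells lacking eIF4GI fragment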
EBV gp42 block: EBV gp42 inhibition | Q1HVG2 | Fluorescence polarization binding assay, mP read-out | inhibition, % (tested at 21.74 µM) | 220,000 compounds, 0.42% hits | AID 1085; in the data active = inhibition above about 50%
Target sequence (Q1HVG2 whole entry, looked up): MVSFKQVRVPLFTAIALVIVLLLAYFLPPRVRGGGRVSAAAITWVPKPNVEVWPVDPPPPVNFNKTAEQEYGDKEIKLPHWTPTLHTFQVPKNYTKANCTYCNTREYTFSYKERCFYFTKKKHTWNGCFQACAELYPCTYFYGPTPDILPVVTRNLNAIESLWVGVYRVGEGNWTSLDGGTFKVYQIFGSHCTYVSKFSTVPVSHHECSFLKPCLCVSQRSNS
m-calpain inh: inhibitors of pig calpain II. 220,000 compounds, 0.37% hits. AID 1236. purified calpain II, fluorogenic peptide substrate, 30 min. inhibition, % at 16 µM;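 active = inhibition above about 50%, limit read from the data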
The depositor's hits bear a star; . = no result given; [ ] = dose if it differs, or a comment.

SMILES | PERK inh | Rad51 HR inh | zVAD death inh | TNF death inh | Mdm2 ligase inh | Cl transport mod | eIF4E 4G PPI | EBV gp42 block | m-calpain inh
O=C(Oc1cc(-c2ccccc2)no1)c1cccc(C(F)(F)F)c1 | -0.3 | -3 | 0.0 | 1.0 | -20 | 1.4 | 4[fluorescence artefact?] | 6 | -40
CCc1nnc(NC(=O)CSc2ccc(-c3ccc(F)cc3)nn2)s1 | -0.5 | 0 | 5.8 | 2.0 | -4 | -2.5 | 3 | 3 | -13
COC(=O)Cc1ccc(NC(=O)c2ccc(NC(=O)c3ccco3)cc2)cc1 | -0.7 | -10 | 48 | -0.4 | -9 | 0.12 | 0 | 1 | -35
O=S1(=O)C=CC(Nc2cccc(Cl)c2)C1 (stereo unspecified) | 0.4 | 6 | 1.2 | 1.5 | -9 | . | 2 | -12 | 8
COc1cccc(-n2c(SCC(=O)NC3CCCCC3)nc3n[nH]c(C)c3c2=N)c1 | -0.8 | 14 | 2.5 | -8.3 | -4 | -0.88 | -2 | 5 | -14
O=S(=O)(NCc1ccccc1)NCc1ccccc1 | 0.7 | 0 | 7.3 | 0.4 | 23 | 0.27 | 2 | -15 | -24
CCn1c(COc2ccccc2C)nnc1SCC(=O)Nc1cc(C)on1 | 0.3 | 1 | -0.1 | -3.0 | -7 | 0.061 | -10 | 10 | 18
CSc1ccc(-c2nc(CSCC(=O)NCCCN3CCOCC3)c(C)o2)cc1 | -1.2 | 3 | 0.1 | -2.3 | -15 | 0.17 | 0 | 9 | -14
Cc1ccc(C)c(Nc2ncnc(N)c2[N+](=O)[O-])c1 | 1.0 | -7 | 1.4 | 0.9 | 2 | -0.5 | 4[fluorescence artefact?] | -4 | -16
O=S(=O)(Cc1ccccc1)c1cnc2ccccc2n1 | 0.9 | -2 | 67 | 17 | -1 | . | 16 | -14 | -34
COC(=O)C(C)Sc1nnc(Cc2cc(=O)[nH]c(=O)[nH]2)n1-c1ccc(OC)cc1 (stereo unspecified) | 0.1 | 1 | 1.2 | 1.6 | -15 | 0.041 | 1 | -8 | 2
Cc1c(Br)c(O)c(Br)c2sc(=O)oc12 | 0.6 | 18 | -0.3 | -3.5 | -8 | 0.042 | 8 | -10 | 10
CC(=O)c1c(N2CCCCC2)nc(=O)n(-c2ccccc2)c1C | 1.3 | -10 | 1.4 | 0.6 | -6 | . | 7 | -18 | 3
O=C(CCCn1c(=O)[nH]c2cc(Cl)ccc2c1=O)NCCCN1CCN(c2ccc(F)cc2)CC1 | -0.3 | 5 | -0.6 | 0.2 | -15 | -0.74 | 2 | 9 | -6
CC(=O)N/C(=C/c1ccccc1)C(=O)NCCO | 0.5 | -3 | -0.3 | -1.7 | -15 | 1.9 | 11 | -13 | 2
CC1(C)CN(c2cccc(-c3ccnc4ncnn34)c2)C1=O | 1.3 | -2 | 6.1 | -3.0 | -2 | -0.18 | 0 | 9 | -137
NC(=O)c1ccc(NC(=O)COC(=O)C2(c3cccc(F)c3)CCCC2)cc1 | 0.3 | 3 | 0.6 | -4.3 | -10 | -0.075 | -4 | 1 | -6
COc1ccc(-c2c(C(F)(F)F)nn(C)c2NC(=O)c2ccco2)cc1 | 0.2 | . | -0.3 | -1.6 | -9 | -0.35 | 2 | 2 | -9
Cc1cc(=O)oc2cc(OCC#N)ccc12 | -0.5 | 4 | 0.8 | 0.9 | -9 | -0.54 | 10 | 1 | -83
COC(=O)c1ccccc1S(=O)(=O)N(Cc1ccco1)Cc1cc2cc(OC)ccc2[nH]c1=O | -1.0 | -3 | -0.1 | -14 | -9 | 0.047 | 2 | -3 | -18
C/C(N)=C(/C#N)C(=O)CSc1nc2ccccc2c(=O)n1-c1ccccc1C | -0.7 | 18 | -0.3 | -4.4 | 4 | -0.16 | 5[fluorescence artefact?] | 6 | 3
CC(C)C(=O)OC/C(O)=C(\C#N)c1nc2ccccc2[nH]1 | 0.8 | -12 | 43 | 4.5 | -15 | 1.3 | 0 | 1 | -121
CCOc1ccc(C(=O)N2CCN(c3ccccc3)CC2)cc1OCC | 0.0 | -2 | 1.3 | 0.6 | 2 | 0.22 | -1 | -12 | 9
COc1ccc(N(CC(=O)Nc2cccc(C)c2C)S(=O)(=O)c2c(C)[nH]c(=O)[nH]c2=O)cc1 | -0.8 | -11 | -0.5 | 1.2 | -11 | -0.11 | -2 | -5 | 7
Cn1c(CSc2nc3ccccc3n2C)nc2ccccc21 | -0.6 | -8 | 0.2 | 0.4 | 0 | -3.3 | 2[fluorescence artefact?] | 6 | -22

Next compounds
SMILES | PERK inh | Rad51 HR inh | zVAD death inh | TNF death inh | Mdm2 ligase inh | Cl transport mod | eIF4E 4G PPI | EBV gp42 block | m-calpain inh
Cc1ccc(-c2nnn(CC(=O)NCc3ccccc3)n2)c(-n2cnnn2)c1 | 0.2 | -9 | 0.5 | 0.3 | -10 | . | 4 | -11 | -10
Cc1ccc(OCC(=O)N/N=C/C=C/c2ccco2)cc1 | 1.1 | 1 | 0.4 | -2.7 | -18 | -0.12 | 1[fluorescence artefact?] | -18 | -118
CCC(=O)N(CCN1CCOCC1)Cc1cc2cc3c(cc2nc1Cl)OCO3 | -0.4 | -17 | 0.9 | 0.4 | -6 | 0.61 | 2 | 5 | -14
CCn1c(COc2cccc(C)c2C)nnc1SCC(=O)N1CCN(c2ccc(OC)cc2)CC1 | -0.3 | 4 | 1.7 | 0.1 | -18 | . | -3 | -10 | -18
COC(=O)c1cccc(-n2c(C)cc(C=O)c2C)c1C | -0.5 | 0 | -0.1 | 0.5 | -1 | 0.32 | 4 | 1 | 2
CCc1ccc(C2=NN(S(C)(=O)=O)C(c3cccs3)C2)cc1 (stereo unspecified) | -1.0 | -16 | -1.1 | 0.3 | -45 | -0.096 | -8 | -15 | -38
O=C(CN1C(=O)CCC1=O)NCC12CC3CC(CC(C3)C1)C2 | 0.6 | -4 | -0.1 | -0.3 | -4 | 0.62 | -6[fluorescence artefact?] | -9 | -9
O=C(c1ccc(F)cc1)C1CCN(S(=O)(=O)c2ccccc2)CC1 | 0.5 | 7 | 0.7 | 0.6 | 19 | 0.39 | -1 | -8 | 13
ONc1cccnc1-n1nc(C(F)(F)F)cc1C(F)(F)F | 1.1 | -3 | 8.8 | -0.2 | 1 | 1.4 | 2 | 6 | -4
Cc1c(Cl)cccc1NC(=O)CNc1cccc(S(=O)(=O)N(C)C)c1 | -0.3 | 9 | 0.8 | 2.6 | -2 | 0.1 | 0[fluorescence artefact?] | 1 | 3
Cc1cc[n+]2n1CC(O)C2 (stereo unspecified) | -0.2 | 22 | 2.1 | 1.8 | -5 | -0.55 | -1 | -24 | -9
c1ccc(-c2ncc(CSc3nncn3-c3ccccc3)s2)cc1 | -1.3 | 17 | 1.0 | -1.3 | 9 | -1.3 | -7 | -24 | 3
COc1ccc(C2CC(c3cc(Br)ccc3F)n3nnnc3N2)cc1 (stereo unspecified) | -0.3 | -2 | -0.3 | 1.1 | -8 | 0.092 | -3 | -7 | 24
S=c1[nH]nc(COc2cccc(Cl)c2)n1Cc1ccccc1 | -0.7 | -10 | -0.3 | -2.0 | -15 | 20* | -2 | 8 | -14
O=C(C1=NN[C@@H]2C(=O)N(c3cccc(F)c3)C(=O)[C@H]12)c1ccc2ccccc2n1 | 1.1 | -7 | -1.1 | 0.0 | -17 | 0.039 | 1 | 5 | 0
O=C(Nc1ccccc1-c1ccccc1)NC1CC2CCCC(C1)N2Cc1ccc(F)cc1 (stereo unspecified) | -0.1 | 5 | -0.1 | 2.9 | 0 | -0.0051 | 1 | -17 | -6
CSc1nn2c(C(F)(F)F)cc(C(F)(F)F)nc2c1C(=O)O | 1.0 | . | 0.0 | 1.4 | -13 | -0.91 | 0 | -11 | 17
Cc1cc(-c2nnc3n2N=C(c2ccc(-c4ccccc4)cc2)CS3)n[nH]1 | -1.4 | 0 | -0.1 | -7.1 | -16 | -0.86 | -10 | -12 | -11
COc1cccc(C(O)c2nc3ccccc3n2C(C)C)c1 (stereo unspecified) | 0.4 | 0 | -0.6 | -0.3 | 5 | . | 3 | 10 | -5
Cc1[nH]c2c(C)cccc2c1CCNC(=O)C1CCCCC1C(=O)OCC(F)(F)F (stereo unspecified) | -0.4 | -2 | 2.0 | 1.7 | 2 | -1.3 | -1 | 8 | -4
Cc1cc2c(cc(C(=O)OCC(=O)NCc3cccs3)n2C(C)C)o1 | 0.1 | -2 | -0.3 | -10 | -15 | -0.49 | -6 | -9 | -1
COc1cccc(-c2cc(C(=O)N3CC4(C)CC3CC(C)(C)C4)no2)c1 (stereo unspecified) | 0.0 | -6 | 3.2 | -1.9 | -9 | . | -5 | 13 | 7
CCN(CC)S(=O)(=O)c1ccc2c(c1)nc(CCC(=O)Nc1cccc(C(F)(F)F)c1)n2CC | 0.1 | -4 | 0.2 | 3.5 | -3 | 0.47 | 3 | -21 | 24
CCOC(=O)N1CCN(C(=O)CN2C(=O)COc3ccc(C)cc32)CC1 | 0.0 | 4 | 0.0 | -0.9 | 3 | . | -1 | -8 | 4
Cc1ccc(NC(=O)C2CCCN(S(=O)(=O)c3c(C)noc3C)C2)cc1 (stereo unspecified) | -0.4 | . | 0.0 | -0.7 | . | 0.53 | 2 | 4 | -21

The list goes on:
SMILES | PERK inh | Rad51 HR inh | zVAD death inh | TNF death inh | Mdm2 ligase inh | Cl transport mod | eIF4E 4G PPI | EBV gp42 block | m-calpain inh
C=CCn1c(C)cc(C(=O)CSc2nnc(-c3cccc(S(=O)(=O)N(CC)CC)c3)o2)c1C | 0.3 | . | 0.1 | -3.4 | -8 | . | -18[fluorescence artefact?] | -26 | 44
O=C(O)CSc1nccc2ccccc12 | 0.7 | -2 | 4.2 | 1.0 | 1 | -0.041 | 1 | -16 | 8
CCSc1nnc(NC(=O)CSc2nnc(C)c(=O)n2N)s1 | 0.1 | . | 1.4 | -0.4 | 2 | 0.81 | 0 | -2 | 40
CSc1nc2[nH]ncc2c(=O)[nH]1 | 0.8 | 0 | 0.4 | 0.4 | -7 | 1.9 | -1 | -16 | 7
Cc1ccc(-n2c(C)nc3c(cnn3-c3ccc(F)cc3)c2=O)cc1C | 0.8 | 1 | 1.8 | -7.4 | -20 | . | -3 | -13 | 3
Cc1cnc(C(=O)OCC(=O)Nc2cc(Cl)cc(Cl)c2)cn1 | -0.2 | 8 | 0.5 | 0.1 | -10 | -0.46 | 1[fluorescence artefact?] | -13 | 11

Exported as labelled records: entries from further up
> COC(=O)Cc1ccc(NC(=O)c2ccc(NC(=O)c3ccco3)cc2)cc1
- PERK inh: -0.7
- Rad51 HR inh: -10
- zVAD death inh: 48
- TNF death inh: -0.4
- Mdm2 ligase inh: -9
- Cl transport mod: 0.12
- eIF4E 4G PPI: 0
- EBV gp42 block: 1
- m-calpain inh: -35
> O=S1(=O)C=CC(Nc2cccc(Cl)c2)C1 (stereo unspecified)
- PERK inh: 0.4
- Rad51 HR inh: 6
- zVAD death inh: 1.2
- TNF death inh: 1.5
- Mdm2 ligase inh: -9
- Cl transport mod: .
- eIF4E 4G PPI: 2
- EBV gp42 block: -12
- m-calpain inh: 8
> COc1cccc(-n2c(SCC(=O)NC3CCCCC3)nc3n[nH]c(C)c3c2=N)c1
- PERK inh: -0.8
- Rad51 HR inh: 14
- zVAD death inh: 2.5
- TNF death inh: -8.3
- Mdm2 ligase inh: -4
- Cl transport mod: -0.88
- eIF4E 4G PPI: -2
- EBV gp42 block: 5
- m-calpain inh: -14

High-throughput results as filed in PubChem BioAssay.
